RBBP9 inh: human RBBP9 inhibitors, primary screen, biochemical, fluorescence polarization, FP-Rh probe, HTS | hit rate 0.2% among 220,000 | recombinant RBBP9 | Serine hydrolase RBBP9 (Homo sapiens), O75884 | inhibition, % at 7.94 µM | AID 1515, 2009;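 active means inhibition above the campaign mean of all tested compounds plus 3 SD, cut at about 14% in these data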;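 further: plate controls were DMSO wells with RBBP9 for no effect and wells lacking RBBP9 protein for full effect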
Target sequence (O75884 whole entry, looked up): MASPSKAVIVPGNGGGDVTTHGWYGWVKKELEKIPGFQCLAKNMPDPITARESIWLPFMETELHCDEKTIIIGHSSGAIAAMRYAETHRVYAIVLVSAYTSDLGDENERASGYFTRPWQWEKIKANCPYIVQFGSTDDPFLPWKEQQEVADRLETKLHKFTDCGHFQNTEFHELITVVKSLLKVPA
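Measured by: FP readout at 525/598 nm; material: recombinant human RBBP9; also added: Serine-hydrolase probe FP-Rh, 375 nM pre-mixing; medium: Tris buffer pH 8.0, NaCl, Pluronic; replication: one well per compound; doses: one concentration, 7.94 µM nominal, 0.794% DMSO; timing: preincubation 30 min plus labeling 45 min at 25 °C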
NPY-Y1 antag: NPY-Y1 receptor antagonists, primary screen, cell-based; Neuropeptide Y receptor type 1 (Homo sapiens), P25929; HEK293-CNG Y1 cells, membrane potential fluorescence; NPY at EC95, then isoproterenol; inhibition, % at 3.6 µM; hit rate 1% among 200,000; AID 1040, 2008;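 active means inhibition above the campaign mean inhibition of all tested compounds plus 3 SD, cut at about 20% in these data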;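 further: 0% = DMSO wells given NPY plus isoproterenol and 100% = isoproterenol alone without NPY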
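Material: HEK293 Y1/CNG channel cell line | Also added: NPY (25 nM), isoproterenol (1 µM), Ro 20-1724 (25 µM) | Compound: One concentration, 3.6 µM, in 0.4% DMSO | Schedule: 3 h dye uptake, 1 h room-temperature compound, 45 min post-isoproterenol | Signal: Membrane-potential fluorescent dye readout | Read-out: % inhibition of NPY effect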
Mdm2 ligase inh: MDM2-luciferase reporter signal enhancers, primary screen, MDM2 E3 ligase inhibitor project, cell-based, luminescence, 1536-well; cell-based MDM2 ubiquitination luciferase reporter, 2 h; 0 = plate control, 100 = twice control, blank-subtracted; signal enhancement, % at 5 µM; hit rate 0.11% among 210,000; AID 1230, 2008;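 active means signal enhancement of 30% or more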;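 further: luminescence tracks abundance of the self-degrading MDM2-luciferase fusion protein; higher signal means inhibition of MDM2 E3 ligase activity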
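Material: Stable MDM2–luciferase fusion reporter cells | Amount: 2000 cells seeded into each well | Dosing: One concentration, 5 µM, with 0.2% DMSO | Incubation: 4 h cell settling then 2 h compound exposure, 37 °C | Measured by: Luciferase luminescence | Read-out basis: % enhancement relative to plate controls after blank subtraction | Benchmarks: Control and blank well means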
NPY-Y1 PAM-ag: NPY-Y1 receptor potentiators or agonists, primary screen, cell-based. Neuropeptide Y receptor type 1 (Homo sapiens), P25929. NPY-Y1 expressing cells, potentiator/agonist activation. activation, % at 3.6 µM. hit rate 0.37% among 220,000; in the data active means activation above about 33%, passing the limit was not always enough;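 further: cells stimulated with NPY at EC10 then isoproterenol at EC100; 0% = low agonist plus stimulus and 100% = saturating agonist plus stimulus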
NPY-Y2 PAM-ag: NPY-Y2 potentiators or agonists, primary screen, cell-based; cells expressing NPY-Y2, potentiator/agonist read-out; AID 1359, 2008; activation, % at 3.6 µM; hit rate 0.45% among 220,000; Neuropeptide Y receptor type 2 (Homo sapiens), P49146; in the data active means activation above about 27%;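 further: cells stimulated with NPY near EC25 plus isoproterenol at EC100; 0% = vehicle plus submaximal agonist and 100% = vehicle plus saturating agonist; some results beyond the cut were filed as inactive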
p97 inhibitor: inhibitors of human p97 ATPase, primary screen, biochemical | inhibition, % at 8 µM | AID 1481, 2009 | hit rate 0.42% among 220,000 | Transitional endoplasmic reticulum ATPase (Homo sapiens), P55072 | recombinant p97 ATPase, Kinase-Glo ATP luminescence, 3 h; in the data active means inhibition above about 15%;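 further: 0% = DMSO vehicle and 100% = wells lacking enzyme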
Target sequence (P55072 whole entry, looked up): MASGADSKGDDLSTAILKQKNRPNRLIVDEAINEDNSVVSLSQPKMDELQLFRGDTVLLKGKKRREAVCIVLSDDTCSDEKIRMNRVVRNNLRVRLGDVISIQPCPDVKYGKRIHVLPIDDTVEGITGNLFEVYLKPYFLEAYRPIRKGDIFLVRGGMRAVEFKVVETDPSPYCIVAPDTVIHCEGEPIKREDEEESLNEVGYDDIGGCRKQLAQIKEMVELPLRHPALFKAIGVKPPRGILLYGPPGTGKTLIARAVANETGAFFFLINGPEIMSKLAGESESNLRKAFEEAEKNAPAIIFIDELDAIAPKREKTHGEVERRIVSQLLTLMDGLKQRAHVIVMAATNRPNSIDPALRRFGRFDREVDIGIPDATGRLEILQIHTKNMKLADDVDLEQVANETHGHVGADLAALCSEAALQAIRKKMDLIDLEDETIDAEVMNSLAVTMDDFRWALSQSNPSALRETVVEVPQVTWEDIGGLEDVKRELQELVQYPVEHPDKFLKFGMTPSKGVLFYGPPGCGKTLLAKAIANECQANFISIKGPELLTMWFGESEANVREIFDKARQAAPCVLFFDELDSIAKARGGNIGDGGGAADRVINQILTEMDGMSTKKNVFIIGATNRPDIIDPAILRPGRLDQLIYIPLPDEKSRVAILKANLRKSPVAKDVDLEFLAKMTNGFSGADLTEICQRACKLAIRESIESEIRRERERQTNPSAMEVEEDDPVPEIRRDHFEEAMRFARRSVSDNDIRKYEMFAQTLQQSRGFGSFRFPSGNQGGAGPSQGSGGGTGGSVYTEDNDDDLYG
Runt-SMMHC FRET: inhibitors of RUNX1 Runt–CBFb-SMMHC binding, primary screen, biochemical, FRET, Cerulean-Runt, Venus-CBFb-SMMHC, uHTS. Cerulean-Runt/Venus-CBFb-SMMHC FRET ratio 530/480, 1 h. Runt-related transcription factor 1 (Homo sapiens) + Core-binding factor subunit beta …. hit rate 0.74% among 220,000. inhibition, % at 20 µM;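 active means mean inhibition across duplicate retests at 20 µM reaching about 50%, limit read from the data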;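 further: 0% = DMSO wells and 100% = wells with excess untagged CBFb-SMMHC; inhibitors lower the FRET ratio by blocking Runt binding to CBFb-SMMHC; some results filed as inactive read as strong as hits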
Runt-CBFb FRET: inhibitors of RUNX1 Runt–CBFb binding, primary screen, biochemical, FRET, Cerulean-Runt, Venus-CBFb, uHTS; inhibition, % at 20 µM; hit rate 0.46% among 220,000; Cerulean-Runt/Venus-CBFb FRET ratio 530/480, 1 h; Runt-related transcription factor 1 (Homo sapiens) + Core-binding factor subunit beta …;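 active means inhibition over about 50% at 20 µM in the single-dose screen, limit read from the data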;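 further: 0% = DMSO wells and 100% = excess unlabeled CBFb competitor control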
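Buffer or medium: Tris pH 7.5 buffer with BSA. Assay system: Cerulean-labeled Runt domain protein. Amount: each fluorescent fusion protein 100 nM. Read-out basis: loss of energy transfer signal. Incubation: 1 h compound exposure, room temperature. Probe or stimulus: Venus-CBFb binding partner, 100 nM. Detection: FRET, excitation 422 nm, emission at 530 and 480 nm.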
Hck Nef HTS: inhibitors of Nef-activated human Hck kinase, primary screen, biochemical, Z-Lyte FRET, 384-well, Hck-YEEI. Tyrosine-protein kinase HCK (Homo sapiens), P08631. Recombinant Hck-YEEI plus Nef, Z-Lyte FRET kinase assay. inhibition, % at 20 µM. hit rate 0.68% among 220,000;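 active means Hck-Nef kinase inhibition above about 50%, limit read from the data; inactive means inhibition below that limit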;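 further: 0% = DMSO with Hck plus Nef and 100% = Hck alone without Nef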
* hit, by the source's call. Rows were taken by chance; overall some 3.5% were active at least once.

What do the screens show for `COCCn1nnnc1C(c1cccc(C(F)(F)F)c1)N1CCOCC1` (centres undefined)?
RBBP9 inh: 1.1; NPY-Y1 antag: -0.8; Mdm2 ligase inh: -6.0; NPY-Y1 PAM-ag: 0.1; NPY-Y2 PAM-ag: 1.6; p97 inhibitor: 1.3; Runt-SMMHC FRET: -8.6; Runt-CBFb FRET: 0.5; Hck Nef HTS: -3.6

How did CCCCn1c2c(c3ccccc31)CCc1nonc1-2 do in these assays?
RBBP9 inh: -4.8; NPY-Y1 antag: 7.5; NPY-Y1 PAM-ag: -11.4; NPY-Y2 PAM-ag: -11.5; p97 inhibitor: 0.2; Runt-SMMHC FRET: -6.8; Runt-CBFb FRET: -2.2; Hck Nef HTS: 19.9

What do the screens show for `COc1ccc(CCNC(=O)c2nc3ncccn3n2)cc1OC`?
RBBP9 inh: 3.1; NPY-Y1 antag: -3.4; Mdm2 ligase inh: -11.6; NPY-Y1 PAM-ag: 5.3; NPY-Y2 PAM-ag: 1.6; p97 inhibitor: -4.3; Runt-SMMHC FRET: -2.0; Runt-CBFb FRET: -1.9; Hck Nef HTS: -10.0

What do the screens show for `O=C(c1ccc(F)cc1)N1CCC(c2ccccc2)C1` (centres undefined)?
RBBP9 inh: 4.1; Mdm2 ligase inh: -14.8; NPY-Y1 PAM-ag: 10.3; NPY-Y2 PAM-ag: -10.7; p97 inhibitor: -0.8; Runt-SMMHC FRET: -0.7; Runt-CBFb FRET: -1.1; Hck Nef HTS: 11.4

Results for CC1=NN(C(N)=S)C(=O)C1N=Nc1cccc2ccccc12 (centres undefined) ?
RBBP9 inh: -2.1; NPY-Y1 antag: -4.6; Mdm2 ligase inh: 2.2; NPY-Y1 PAM-ag: 11.9; NPY-Y2 PAM-ag: -8.0; p97 inhibitor: 9.7; Runt-SMMHC FRET: -9.2; Runt-CBFb FRET: -0.5; Hck Nef HTS: 26.1

How did Cc1ccn(CC(=O)N/N=C/c2cc([N+](=O)[O-])ccc2O)n1 do in these assays?
RBBP9 inh: 0.3; NPY-Y1 antag: 5.3; Mdm2 ligase inh: 0.2; NPY-Y1 PAM-ag: 5.8; NPY-Y2 PAM-ag: -0.3; p97 inhibitor: 6.3; Runt-SMMHC FRET: -0.6; Runt-CBFb FRET: -0.3; Hck Nef HTS: 3.0

How did COC(=O)c1nnn(-c2nc(N(C)C)nc(N(C)C)n2)c1C do in these assays?
RBBP9 inh: -3.7; NPY-Y1 antag: 3.9; Mdm2 ligase inh: -17.5; NPY-Y1 PAM-ag: 9.2; NPY-Y2 PAM-ag: 5.1; p97 inhibitor: 0.8; Runt-SMMHC FRET: 2.0; Runt-CBFb FRET: 0.9; Hck Nef HTS: 17.9

What do the screens show for `COc1cc(-c2nnc(COC(=O)c3c4c(nc5ccccc35)CCCC4)o2)cc(OC)c1OC`?
RBBP9 inh: -10.3; NPY-Y1 antag: 4.8; Mdm2 ligase inh: -6.7; NPY-Y1 PAM-ag: -27.6; NPY-Y2 PAM-ag: -20.8; p97 inhibitor: -3.3; Runt-SMMHC FRET: -3.0; Runt-CBFb FRET: -4.1; Hck Nef HTS: 0.8

What do the screens show for `CCN(CCn1cccn1)C(=O)CCc1nnc(CCCc2ccccc2)o1`?
RBBP9 inh: -8.9; NPY-Y1 antag: 4.7; Mdm2 ligase inh: -4.4; NPY-Y1 PAM-ag: -4.8; NPY-Y2 PAM-ag: -17.4; p97 inhibitor: 0.2; Hck Nef HTS: 30.8

What do the screens show for `O=C(COC(=O)c1ccccc1-c1ccccc1[N+](=O)[O-])c1ccccc1`?
RBBP9 inh: -3.3; NPY-Y1 antag: -2.8; Mdm2 ligase inh: 0.9; NPY-Y1 PAM-ag: 26.4; NPY-Y2 PAM-ag: 4.6; p97 inhibitor: -9.2; Runt-SMMHC FRET: -4.1; Runt-CBFb FRET: 0.0; Hck Nef HTS: -12.4

Results for CCN(CC)C(=O)CN1C(=O)/C(=C/c2ccccc2)SC1=S ?
RBBP9 inh: 5.1; Mdm2 ligase inh: 1.6; NPY-Y1 PAM-ag: -8.7; NPY-Y2 PAM-ag: -22.8; p97 inhibitor: -7.1; Runt-SMMHC FRET: -5.1; Runt-CBFb FRET: 0.4; Hck Nef HTS: 15.6

What do the screens show for `CC1CN(S(=O)(=O)c2cccc(C(F)(F)F)c2)CC(C)O1` (centres undefined)?
RBBP9 inh: 1.9; Mdm2 ligase inh: -2.7; NPY-Y1 PAM-ag: 12.1; NPY-Y2 PAM-ag: -0.2; p97 inhibitor: 9.0; Runt-SMMHC FRET: 1.0; Runt-CBFb FRET: -0.9; Hck Nef HTS: -9.3

Results for CC1OC2(C)OC(=N)C1(C#N)C(C#N)(C#N)C2c1ccccc1 (centres undefined) ?
RBBP9 inh: -9.3; NPY-Y1 antag: -3.4; Mdm2 ligase inh: -9.7; NPY-Y1 PAM-ag: -1.6; NPY-Y2 PAM-ag: 12.0; p97 inhibitor: -0.9; Runt-SMMHC FRET: 50.5; Runt-CBFb FRET: 30.1; Hck Nef HTS: 20.1

Results for CC1(C(=O)OCC(=O)Nc2ccccc2)CC1(Cl)Cl (centres undefined) ?
RBBP9 inh: -3.6; NPY-Y1 antag: -2.4; Mdm2 ligase inh: 8.1; NPY-Y1 PAM-ag: 6.0; NPY-Y2 PAM-ag: 7.6; p97 inhibitor: 1.1; Runt-SMMHC FRET: 2.8; Runt-CBFb FRET: 0.5; Hck Nef HTS: -0.4

What do the screens show for `CC1CCCN(C(=O)Cc2ccc(F)cc2)C1` (centres undefined)?
RBBP9 inh: -2.2; NPY-Y1 antag: 2.4; Mdm2 ligase inh: -1.4; NPY-Y1 PAM-ag: -14.7; NPY-Y2 PAM-ag: -16.3; p97 inhibitor: -2.5; Runt-SMMHC FRET: 0.4; Runt-CBFb FRET: 0.3; Hck Nef HTS: 5.2

Results for COc1ccc(NC(=O)CCC(=O)OCc2ccc([N+](=O)[O-])cc2)cc1 ?
RBBP9 inh: 0.2; NPY-Y1 antag: -1.3; Mdm2 ligase inh: -7.8; NPY-Y1 PAM-ag: 0.0; NPY-Y2 PAM-ag: -2.7; p97 inhibitor: 1.4; Runt-SMMHC FRET: 1.6; Runt-CBFb FRET: 1.8; Hck Nef HTS: 4.8

How did CCOc1ccccc1NC(=O)C1CCCN(S(=O)(=O)c2cccc3cccnc23)C1 (centres undefined) do in these assays?
RBBP9 inh: -5.1; NPY-Y1 antag: -2.4; Mdm2 ligase inh: -6.5; NPY-Y1 PAM-ag: 20.5; NPY-Y2 PAM-ag: 12.0; p97 inhibitor: -6.7; Runt-SMMHC FRET: -1.7; Runt-CBFb FRET: 0.4; Hck Nef HTS: 11.2

How did COc1cccc(-c2cc(C(=O)N3CCN(c4ncccn4)CC3)c3ccccc3n2)c1 do in these assays?
RBBP9 inh: -8.9; NPY-Y1 antag: 3.0; Mdm2 ligase inh: -4.6; NPY-Y1 PAM-ag: -13.6; NPY-Y2 PAM-ag: 17.5; p97 inhibitor: -6.3; Runt-SMMHC FRET: 0.5; Runt-CBFb FRET: 0.4; Hck Nef HTS: -2.9

How did CC(=O)c1cccc(NC(=S)NCCCCc2ccccc2)c1 do in these assays?
RBBP9 inh: 11.2; NPY-Y1 antag: 1.4; Mdm2 ligase inh: -15.8; NPY-Y1 PAM-ag: -11.2; NPY-Y2 PAM-ag: 2.3; p97 inhibitor: -2.1; Runt-SMMHC FRET: -0.3; Runt-CBFb FRET: 0.4; Hck Nef HTS: -0.1

Results for CC(C)Sc1nnc(NC(=O)CCc2ccccc2)s1 ?
RBBP9 inh: -7.5; NPY-Y1 antag: 1.8; Mdm2 ligase inh: -19.5; NPY-Y1 PAM-ag: -6.9; NPY-Y2 PAM-ag: -6.6; p97 inhibitor: -6.5; Runt-SMMHC FRET: 1.2; Runt-CBFb FRET: 0.4; Hck Nef HTS: 21.8

How did O=C(CC1(O)C(=O)Nc2ccccc21)c1cccc(Br)c1 (centres undefined) do in these assays?
RBBP9 inh: -3.1; NPY-Y1 antag: 1.8; Mdm2 ligase inh: -1.3; NPY-Y1 PAM-ag: -7.3; NPY-Y2 PAM-ag: 7.3; p97 inhibitor: 5.2; Runt-SMMHC FRET: 6.1; Runt-CBFb FRET: 3.2; Hck Nef HTS: 2.8

Results for CC12CN3CCN(CC(C3)/C1=N\NC(=O)Nc1cccc(Cl)c1)C2 ?
RBBP9 inh: 2.8; NPY-Y1 antag: -0.3; Mdm2 ligase inh: 0.7; NPY-Y1 PAM-ag: -3.5; NPY-Y2 PAM-ag: 1.3; p97 inhibitor: 0.5; Runt-SMMHC FRET: -2.8; Runt-CBFb FRET: 0.7; Hck Nef HTS: 24.7

What do the screens show for `O=C(Oc1ccc2ccccc2c1Br)N1CCCCCC1`?
RBBP9 inh: 1.4; NPY-Y1 antag: 10.3; Mdm2 ligase inh: 7.9; NPY-Y1 PAM-ag: -14.8; NPY-Y2 PAM-ag: 4.3; p97 inhibitor: -2.6; Runt-SMMHC FRET: -2.3; Runt-CBFb FRET: -1.0; Hck Nef HTS: 0.7

From PubChem
